GoLoco inh red: blocks human Gai1 binding to RGS12 GoLoco peptide, red readout; P63096; Gai1:RGS12 GoLoco peptide FP, rhodamine, 10 min; Potency, µM (series often up to 61.6 µM), inactives show at the top dose activity, negative = inhibition, hits mostly inhibitors; 0.44% of 230,000 active; active = well fitted inhibition curve with a large enough effect, not every such curve was filed as active; inactive = no such curve, though single readings can be large or run the other way; also: % is scaled to controls: 0 for no effect and ±100 for the full control effect; nearly all actives have a fitted effect of over 30% in size; many of its hits are not listed in these tables
Target sequence (P63096 whole entry, looked up): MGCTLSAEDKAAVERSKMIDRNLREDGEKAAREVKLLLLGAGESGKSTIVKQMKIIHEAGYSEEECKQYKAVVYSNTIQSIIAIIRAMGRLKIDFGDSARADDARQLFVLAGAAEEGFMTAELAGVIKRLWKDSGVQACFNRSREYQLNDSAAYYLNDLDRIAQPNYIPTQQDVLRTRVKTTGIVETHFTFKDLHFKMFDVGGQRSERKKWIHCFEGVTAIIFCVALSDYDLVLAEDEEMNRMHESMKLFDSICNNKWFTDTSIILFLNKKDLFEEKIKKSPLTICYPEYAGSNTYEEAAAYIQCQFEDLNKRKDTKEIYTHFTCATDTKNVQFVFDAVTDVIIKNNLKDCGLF
GAA glycogen: alters human alpha-glucosidase cleavage of glycogen; recombinant GAA, glycogen substrate, Amplex Red glucose oxidase fluorescence; Potency, µM (top dose mostly 76.4 µM), without a hit: at the highest dose activity change, negative = inhibition, actives largely listed as inhibitors; AID 2100; 0.38% of 300,000 active; P10253;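 also: 0% = full enzyme reaction and -100% = no-enzyme basal signal; the screen sought inhibitors and activators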
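qHTS, 1536-well; enzyme 4 nM final; cpd up to 77 uM; substrate bovine liver glycogen 30 ug; 50 mM citrate/phosphate pH 5.0, 0.01% Tween-20; 37 C, 40 min; Amplex Red detection 45 min RT; Hill fit → AC50.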
GAA inh: alpha-glucosidase (human) inhibition. P10253. purified human GAA, 4-MU-alpha-glucoside fluorescence. Potency, µM (highest dose often 76.9 µM), for the others: top-dose activity change, negative = inhibition, usual class: inhibitors. 0.005% of 200,000 active. AID 1466;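 also: plate controls were uninhibited enzyme wells for no effect and no-enzyme background for full effect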
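Compounds are titrated up to 77 uM against 4 nM human enzyme. Substrate 4-methylumbelliferyl-alpha-D-pyranoside (400 uM) reacts 20 min at room temperature in pH 5.0 buffer; liberated 4-methylumbelliferone is read at 440 nm.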
HTT cytoprotect: Huntington cell model cytoprotection by ATP luminescence | PC12 HTT-Q103 induced, cytoprotection, ATP luminescence, 40 h | Potency, µM (titrated, usually from 56.4 µM), inactives show cytoprotection (ATP increase), hits mostly activators | 0.14% of 230,000 active | AID 1471;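 also: % of control where 0% means no effect; nearly all actives have a fitted effect of over 45% in size; toxic huntingtin expression switched on by the ecdysone agonist tebufenozide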
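ATP quantification (ATPlite) reports survival of PC12 cells in which tebufenozide, 100 nM final, switches on Htt exon 1 with 103 glutamines linked to GFP; compounds are titrated.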
IMPase Li cell: membrane-permeable IMPase blocker, potentiated with lithium. CHO-M1 cells, IP1 TR-FRET (IP-One), carbachol + lithium. Potency, µM (highest dose often 59.4 µM), inactives show at the top dose activity, negative = IMPase inhibition, most hits filed as inhibitors. 0.35% of 210,000 active;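 also: IP1 builds up when IMPase is blocked and the TR-FRET signal falls; plate controls were basal vehicle for no effect and high inhibitor control for full effect; nearly all actives have a fitted effect of over 50% in size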
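Concentration–response in CHO-M1 cells, lithium-potentiated; 30 min at 37C. IP1 detected by competitive TR-FRET after 10 min lysis at RT. Hill-fitted AC50.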
aGlu spleen mod: inhibits or activates alpha-glucosidase in human spleen homogenate; P10253; human spleen homogenate, 4-MU-alpha-glucoside fluorescence; Potency, µM (doses to about 79.9 µM), for inactives: top-dose activity change, negative = inhibition, hits mostly inhibitors; 0.006% of 240,000 active;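 also: 0% = enzyme with vehicle and -100% = no enzyme basal signal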
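Human spleen homogenate (1 ug) with 4-methylumbelliferyl-alpha-D-glucopyranoside (1 mM final) in 50 mM citrate/phosphate pH 5.0, 0.01% Tween-20; 40 min at 37 C. Stopped at pH 10; 4-MU fluorescence Ex 365/Em 440 nm; AC50 by Hill fit.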
HTT aggregate: mutant huntingtin aggregation inhibition. Potency, µM (doses to about 46.1 µM), without a hit: top-dose activity change, negative = inhibition, usual class: inhibitors. 1.1% of 220,000 active. PC12 HttQ103-GFP aggregates, Acumen cytometry, 40 h; also: % is scaled to controls: 0 for no effect and ±100 for the full control effect; nearly all actives have a fitted effect of over 60% in size
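Inducible Q103 Huntingtin exon 1–GFP PC12 line, 1500 cells/well in phenol red free DMEM with 5% equine and 5% calf serum. Tebufenozide 100 nM induced expression; compounds titrated; aggregates quantified by cytometry.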
An asterisk follows results filed as active; ? = inconclusive; nt = no result given; [ ] = another dose, or the depositor's remark. Unless noted, calls follow the shape of the dose curve; as a rule, active = well fitted curve in the direction sought with a large enough effect; inconclusive = small, poorly fitted or top-dose-only effect, or another doubt; inactive = no such curve, though single readings can be large; an effect the other way counts as inactive or inconclusive. Potency is read from the fitted curve at half-maximal effect. These rows are one share of the data (hit frequency here may not be typical).

Order of values – GoLoco inh red	GAA glycogen	GAA inh	HTT cytoprotect	IMPase Li cell	aGlu spleen mod	HTT aggregate
- C=CCOc1ccc(C2OC34CCCCC3C(C#N)(C#N)C2(C#N)C(=N)O4)cc1 (stereo not drawn)
  -72.9%	6.4%	?	-27.5%	20.3%[38.3 µM]	-1.3%	12.5%
- Cc1ccc(C2=NNC(c3cccc(F)c3)S2)cc1 (stereo not drawn)
  7.2%	1.9%	-0.5%	-153.6%[inhibitor]	0.5%	-5.4%	18.8%
- CN1C(=O)NC(NC(=O)c2cccs2)(C(F)(F)F)C1=O (stereo not drawn)
  -9.0%	10.8%	3.1%	1.7%	21.4%[38.3 µM]	5.8%	nt
- Cc1ccc(S(=O)(=O)N2CCN(C(C)C(=O)Nc3ccccc3-c3ccccc3)CC2)cc1 (stereo not drawn)
  13.8%	6.6%	-14.4%	17.4%[10 µM]	14.1%	-5.4%	-9.3%
- COc1ccc(NC(=O)N2CC[C@@]3(CCCNC3)C2)cc1
  -14.1%	nt	nt	-0.4%	20.1%	-4.4%	nt
- Fc1cccc(Cc2noc(CN3CCN(c4cnccn4)CC3)n2)c1
  6.1%	-0.7%	1.5%	-3.4%	3.8%	-12.3%	-6.3%
- COc1ccc(OC)c(NC(=O)C2CCN(S(=O)(=O)c3c(C)noc3C)CC2)c1
  -2.2%	0.0%	1.9%	-0.2%	22.3%[38.3 µM]	1.0%	8.0%
- CCC(C)NC(=O)C(Cc1ccccc1)n1cccc1 (stereo not drawn)
  10.8%	3.3%	2.6%	2.0%	14.1%[38.3 µM]	0.0%	-12.2%
- CC(CCc1ccccc1)NC(=O)CN1C(=O)NC2(CCCCC2)C1=O (stereo not drawn)
  5.3%	6.1%	5.8%	-29.7%	-0.3%	-0.2%	5.1%
- CCC1Oc2ccccc2N(Cc2ccccc2C)C1=O (stereo not drawn)
  2.1%	-0.5%	-15.4%	-10.9%	64.3%[activator][38.3 µM]	-9.8%	?
- Cc1ccc(Cc2c[nH]c(=S)s2)cc1
  9.9%	-29.1%	-0.4%	22.8%[10 µM]	3.4%	-19.2%	?
- CCOc1ccc(NC(=O)COc2ccccc2)c([N+](=O)[O-])c1
  4.3%	27.3%	-3.9%	nt	14.6%	9.0%	-20.4%
- O=C1C2C3C=CC([C@@H]2C(=O)N1C1CC1)[C@H]1C(=O)N(C2CC2)C(=O)C31 (stereo partly drawn)
  27.6%	16.3%	2.0%	5.5%	-12.9%[38.3 µM]	-4.2%	14.1%
- CC1CCN(C(=O)c2ccc(N3C(=O)C4CCC(C)CC4C3=O)cc2)CC1 (stereo not drawn)
  -5.1%	7.8%	nt	20.8%[10 µM]	nt	2.3%	-6.3%[9.22 µM]
- COc1ccc(N2C(=O)CC(N3CCOCC3)C2=O)cc1 (stereo not drawn)
  -9.4%	2.8%	-9.6%	-1.9%	26.3%[38.3 µM]	0.3%	-14.3%
- Cc1ccc(-c2noc(C3CCN(C(=O)Nc4ccc(C#N)cc4)CC3)n2)o1
  -3.7%	-12.9%	-2.3%	-8.5%	5.9%[38.3 µM]	1.7%	?
- CN1C2CCC1/C(=C\c1ccccc1)C(=O)/C2=C\c1ccccc1
  4.4%	1.8%	1.7%	-85.5%[inhibitor]	26.0%[38.3 µM]	-4.6%	-8.0%
- COc1ccc(C2CC(C(F)(F)F)n3nc(C(=O)NCCN4CCOCC4)cc3N2)cc1 (stereo not drawn)
  0.1%	1.3%	2.2%	-6.2%	-11.9%[38.3 µM]	2.8%	-4.2%
- COc1ccc(CNC(=O)c2cc(SC)ccc2Cl)cc1OC
  10.1%	23.4%	5.5%	-21.9%	7.9%	4.4%	10.8%[9.22 µM]
- CCOC(=O)c1c(CSc2ccccc2)oc2ccc(O)cc12
  9.3%	-3.5%	-3.3%	nt	-2.4%	-0.5%	-15.9%

The closing two records of the part before come first, to join the parts.
Order of values – GoLoco inh red	GAA glycogen	GAA inh	HTT cytoprotect	IMPase Li cell	aGlu spleen mod	HTT aggregate
- COc1ccc(CNC(=O)c2cc(SC)ccc2Cl)cc1OC
  10.1%	23.4%	5.5%	-21.9%	7.9%	4.4%	10.8%[9.22 µM]
- CCOC(=O)c1c(CSc2ccccc2)oc2ccc(O)cc12
  9.3%	-3.5%	-3.3%	nt	-2.4%	-0.5%	-15.9%
- CC(CC(=O)Nc1cc([N+](=O)[O-])ccc1Cl)c1ccccc1 (stereo not drawn)
  2.6%	14.1%	-2.7%	-29.1%	8.4%[38.3 µM]	-16.5%	-14.3%
- O=C(Nc1cc(S(=O)(=O)N2CCOCC2)ccc1-n1cncn1)c1ccc(Cl)cc1
  -0.2%	1.0%	nt	-13.2%[10 µM]	nt	-8.6%	-3.7%[9.22 µM]
- Cc1ccc(NC(=S)/C(=C(\[O-])c2ccc(C)c([N+](=O)[O-])c2)[n+]2ccccc2)cc1C
  3.1%	-6.1%	-6.6%	-14.3%	-7.2%[38.3 µM]	-13.3%	-23.0%
- Cc1ccc2nc(CSc3nnc4ccccn34)cc(=O)n2c1
  2.4%	3.2%	1.5%	-15.3%	2.3%	5.7%	21.7%
- O=C(CSc1nc2ccccc2o1)N1CCN(c2ccccc2)CC1
  -28.1%	7.0%	-24.3%	-14.5%	1.6%[38.3 µM]	-0.4%	4.4%
- CC(=O)Nc1cccc(NS(=O)(=O)c2ccccc2[N+](=O)[O-])c1
  -5.5%	-2.9%	-6.8%	21.7%[10 µM]	2.8%	7.0%	10.4%[9.22 µM]
- CC1SC(c2ccccc2Cl)NC1=O (stereo not drawn)
  -6.7%	-3.3%	2.4%	4.2%	-10.0%[38.3 µM]	-7.6%	-9.7%[9.22 µM]
- CCn1c(N)[n+](CC(=O)Nc2ccc(SC(F)F)cc2)c2ccccc21
  4.9%	4.8%	nt	-25.3%[10 µM]	nt	-4.6%	-3.8%[9.22 µM]
- Cc1ccc(C)c(NC(=O)CCC(=O)NNC(=O)c2cccs2)c1
  -13.9%	-11.7%	4.6%	-14.5%[10 µM]	-10.0%	4.3%	?
- COc1ccccc1-n1cnnc1SCC(=O)c1c[nH]c2ccccc12
  7.9%	2.4%	5.4%	-19.8%[10 µM]	3.5%	-3.3%	4.2%
- CN(/N=C\c1ccc(O)c(O)c1)c1nc(-c2ccccc2)cc(-c2ccccc2)n1
  7.5%	?	-4.3%	nt	7.4%	3.2%	24.0%
- COc1ccc(Nc2ncc(C(=O)N3CCN(c4ccccc4OC)CC3)c3ccccc23)cc1
  4.2%	8.0%[76.3 µM]	?	-42.9%[inhibitor]	7.6%[38.3 µM]	-4.3%	-30.4%
- Fc1ccc(/C=N/NC(=S)Nc2cccnc2)cc1
  5.6%	-5.7%	4.2%	-46.4%[inhibitor]	5.0%	3.7%	11.4%
- Cc1ccc(S(=O)(=O)N(C)CC(=O)Nc2cccc(C)n2)cc1
  6.4%	0.1%	-3.3%	-4.3%	29.4%[38.3 µM]	-9.0%	-19.9%
- COc1cccc2cc(-c3nnc(SCC(=O)NCCc4ccccc4)n3C)oc12
  8.3%	1.6%	-1.2%	8.2%	23.3%[38.3 µM]	-17.5%	?
- C/C(CCc1ccc2c(c1)OCO2)=N\NC(=O)c1ccccc1
  -1.0%	-6.0%	2.2%	3.3%[10 µM]	0.9%	4.2%	11.7%
- CSc1ncccc1C(=O)OCC(=O)N(CC(C)C)C1CCS(=O)(=O)C1 (stereo not drawn)
  -0.7%	-2.2%	2.2%	-12.4%	-8.5%[38.3 µM]	2.8%	-16.0%
- CCNc1nc(NCC)nc(N(C#N)C(C)C)n1
  3.7%	1.8%	nt	11.8%[10 µM]	nt	7.0%	12.7%[9.22 µM]
- Cc1ccc(C)c2c3c([nH]c12)-c1nonc1CC3
  3.2%	-9.4%	6.9%	-6.0%	4.7%[38.3 µM]	-18.1%	-8.0%[9.22 µM]
- CCn1ccc(=N)cc1
  -11.0%	-1.2%	1.6%	-15.3%[0.074 µM]	2.0%	-0.7%	7.2%
- O=C(NCc1ccncc1)C(=O)NC1CC1
  -3.9%	8.2%	-4.4%	7.3%	-3.6%	-5.6%	-22.4%
- O=C1C2CCCCC2C(=O)N1c1cccc(OS(=O)(=O)c2ccccc2)c1 (stereo not drawn)
  -7.1%	6.5%	-1.5%	12.3%[10 µM]	5.2%	-4.2%	14.0%
- COc1cc(C(C)=O)ccc1OCCN1CCC(Cc2ccccc2)CC1
  -1.5%	-3.5%	-13.3%	-70.0%[inhibitor]	23.3%	-1.4%	6.1%
- COc1cc(OC)cc(C(=O)NNC(=S)NC2CC2)c1
  2.6%	-6.5%	-11.3%	-28.1%	-0.8%	-5.6%	13.9%
- Cc1cccc(NC(=S)N/N=C2/CCCCc3ccccc32)c1
  -6.5%	?	-6.4%	?	7.2%	-2.2%	-18.9%
- CS(=O)(=O)c1ncc(Cl)c(C(=O)Nc2ccc(N3CCOCC3)cc2)n1
  -12.3%	4.6%	?	-22.4%[10 µM]	41.6%[activator][38.3 µM]	-1.3%	11.2µM*
- C=CCNC(=O)c1ccc(-c2nc(-c3ccccc3)cs2)cc1
  -22.3%	-0.6%	-2.4%	-28.2%[10 µM]	-2.9%	0.2%	30.3%
- Cc1c(C(=O)NC(Cc2ccccc2)c2nc3ccccc3[nH]2)cccc1[N+](=O)[O-] (stereo not drawn)
  3.8%	1.3%	-4.4%	nt	9.9%	-3.7%	16.0%
- CCCCN(CCCC)Cc1ccc(N)cc1
  -6.1%	4.5%	-4.9%	-4.7%[0.074 µM]	-22.6%[38.3 µM]	-7.4%	-19.4%
- CCOc1ccc(-c2n[nH]c(C)c2-c2ccccc2OC)c(O)c1
  11.7%	-2.5%	11.3%	-9.9%	30.2%[activator][38.3 µM]	-2.1%	?
- COc1ccccc1CNc1nc(-c2cccc(NS(C)(=O)=O)c2)nc2ccccc12
  10.6%	nt	nt	-67.9%[inhibitor]	16.5%	-9.0%	nt
- O=C(CSc1nc(-c2ccccc2)c(-c2ccccc2)[nH]1)Nc1nccs1
  9.6%	-4.0%	-3.1%	-37.0%	27.8%[38.3 µM]	-3.9%	3.7%
- CC1=C(/C=C/C(=C/C=C/C(C)=C/C(=O)O)c2ccc(C)cc2)C(C)(C)CCC1
  3.3%	nt	nt	37.8%	10.3%	-15.4%	nt
- O=S(=O)(NCCOc1cccc2cccnc12)c1ccc(F)cc1
  7.2%	4.1%	-4.8%	1.7%[0.074 µM]	5.8%[38.3 µM]	8.5%	-4.6%
